HUVEC prolif 384: inhibitors of HUVEC proliferation, primary screen, cell-based, 384-well; viability, % at 10 µM (by protocol); AID 648, 2007; actives 1.1% (n = 86,000); CellTiter-Glo luminescence, 72 h; active compounds read low;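 active means viability at or below 30%; inactive means viability above 30%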;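 further: 100% = median luminescence of DMSO-only cell control wells on each plate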
S1P2 blocker: human S1P2 receptor antagonists, primary screen, cell-based. Sphingosine 1-phosphate receptor 2 (Homo sapiens), O95136. cell-based S1P2 antagonist assay, inhibition at 5 uM. inhibition, % at 5 µM. actives 0.21% (n = 97,000). AID 736, 2007; in the data active means inhibition above about 45%;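 further: CRE beta-lactamase reporter cells expressing human S1P2 stimulated with S1P; 0% = agonist at EC80 alone and 100% = agonist plus reference antagonist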
Target sequence (O95136 whole entry, looked up): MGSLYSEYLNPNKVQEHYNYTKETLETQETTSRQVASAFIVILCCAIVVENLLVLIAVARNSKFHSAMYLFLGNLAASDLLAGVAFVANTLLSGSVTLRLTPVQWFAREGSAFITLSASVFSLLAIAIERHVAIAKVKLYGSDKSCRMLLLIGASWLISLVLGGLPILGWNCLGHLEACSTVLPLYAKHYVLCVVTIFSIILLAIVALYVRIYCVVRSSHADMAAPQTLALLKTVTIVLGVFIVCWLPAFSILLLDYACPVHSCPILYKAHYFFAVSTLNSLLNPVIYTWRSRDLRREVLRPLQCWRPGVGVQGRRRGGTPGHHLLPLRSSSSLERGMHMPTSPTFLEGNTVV
Ecoli WT expand: growth inhibitors of wild-type E. coli, primary screen, strain BW25113, expanded library, OD600; OD600 absorbance; growth inhibition, % at 100 µM; actives 0.15% (n = 98,000);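 active means growth inhibition above about 50% at one test dose, limit read from the data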;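 further: growth measured after 20 h incubation at 37 °C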
PostGolgi ctrl: growth inhibition of yeast control strain, primary screen, counter-screen for post-Golgi transport modulator project | efflux-deficient yeast background strain, growth absorbance A615, 16 h | AID 738, 2007 | actives 5% (n = 98,000) | inhibition, % at 10 µM
hDAT+cocaine: changed hDAT dopamine uptake under cocaine IC80, either direction, primary screen, cocaine antagonist project, cell-based, LLC-PK1 hDAT, [14C]-dopamine uptake, MLSMR. actives 1.3% (n = 110,000). B-score at 10 µM. Sodium-dependent dopamine transporter (Homo sapiens), Q01959. LLC-PK1 hDAT cells, [14C]-dopamine uptake with cocaine IC80; actives deviate in either direction. AID 449768, 2010;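 active means Z score or B-score, a plate-position-corrected score, falls beyond the plate's 99.7% confidence bounds, in either direction; inactive means both scores lie inside the 99.7% bounds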;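 further: scored against the spread of the other compound wells on the same plate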
Target sequence (Q01959 whole entry, looked up): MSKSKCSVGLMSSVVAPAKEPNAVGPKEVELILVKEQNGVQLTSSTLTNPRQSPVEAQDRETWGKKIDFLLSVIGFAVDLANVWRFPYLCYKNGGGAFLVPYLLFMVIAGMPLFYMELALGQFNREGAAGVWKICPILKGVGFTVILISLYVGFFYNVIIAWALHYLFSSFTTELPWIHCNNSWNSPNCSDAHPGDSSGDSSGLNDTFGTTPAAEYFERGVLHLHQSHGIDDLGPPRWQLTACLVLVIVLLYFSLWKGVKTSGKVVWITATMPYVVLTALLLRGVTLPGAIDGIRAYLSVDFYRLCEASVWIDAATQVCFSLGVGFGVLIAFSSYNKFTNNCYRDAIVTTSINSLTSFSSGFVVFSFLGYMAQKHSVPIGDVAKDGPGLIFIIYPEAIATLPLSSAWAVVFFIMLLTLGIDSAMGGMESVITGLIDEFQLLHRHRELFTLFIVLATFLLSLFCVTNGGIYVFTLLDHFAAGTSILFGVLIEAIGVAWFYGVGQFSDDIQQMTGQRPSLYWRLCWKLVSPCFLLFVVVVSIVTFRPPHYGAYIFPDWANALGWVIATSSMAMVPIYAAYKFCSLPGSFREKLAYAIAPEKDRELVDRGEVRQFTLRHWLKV
Fibroblast inh: antiproliferative effect on LL 47 fibroblasts – human, LL 47 cells, CellTiter-Glo luminescence, primary screen; viability, % at 10 µM; LL 47 human lung fibroblast viability, ATP luminescence; active compounds read low; actives 1.1% (n = 85,000);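 active means viability at or below 50% in the single dose screen; inactive means viability above 50%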;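 further: compound exposure lasted 72 h before the ATP readout; 100% = median luminescence of untreated cell-only wells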
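Assay system: human lung fibroblast line LL 47, low passage. Input: 1,150 fibroblasts seeded per well. Times: overnight cell rest, 72 h compound treatment at 37 °C. Evaluation: % viability of median cell-only signal. Technique: luminescent ATP detection, CellTiter-Glo. Control set: cell-only wells, no compound.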
H69AR inhibit: proliferation blockers of H69AR lung cancer cells, primary screen, cell-based, human, 86K library | AID 598, 2007 | viability, % at 10 µM | actives 6% (n = 85,000) | H69AR lung tumor viability, ATP luminescence, 72 h; active compounds read low;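 active means viability at or below 40%; inactive means viability above 40%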;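 further: multidrug resistant small cell line overexpressing MRP-1 efflux transporter; 100% = mean luminescence of untreated control wells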
PostGolgi yeast: phenotypic screen on post-Golgi transport, primary screen; post-Golgi transport phenotypic cell assay; inhibition, % at 10 µM; actives 0.9% (n = 98,000);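 further: yeast cells grown in 1536-well plates; yeast grown about 18 h at 30C before absorbance read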
S1P2 agonist: S1P2 receptor agonists, primary screen, cell-based; Sphingosine 1-phosphate receptor 2 (Homo sapiens), O95136; S1P2-expressing cell line, agonist reporter read-out; activation, % at 4.5 µM; actives 0.46% (n = 97,000); AID 729, 2007; in the data active means activation above about 16%;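 further: 0% = vehicle low control and 100% = maximal reference agonist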
* hit, by the source's call; x = no result given. Unless noted, no stated cut-off is given here; in the data, active means inhibition above about 30%; inactive means the rest.

SMILES	HUVEC prolif 384	S1P2 blocker	Ecoli WT expand	PostGolgi ctrl	hDAT+cocaine	Fibroblast inh	H69AR inhibit	PostGolgi yeast	S1P2 agonist
COC(=O)c1ccc(NC(=O)CSc2nnc(-c3ccncc3)n2N)cc1	96.9	11.4	8.0	0.9	1.27	97.4	103.0	22.8	-5.4
CCOc1ccccc1NC(=O)CCCc1nc2ccccc2c(=O)[nH]1	62.1	-11.3	-2.0	12.5	1.14	72.5	50.8	-4.4	-5.8
O=C(NCC(=O)N(c1ccc2c(c1)OCCO2)C(C(=O)NC1CCCC1)c1ccco1)c1ccco1 (configuration not stated)	101.5	17.3	-13.0	0.9	-0.798	104.2	89.0	4.2	-4.9
c1ccc(COc2ccc(CN3CCN(c4ccccn4)CC3)cc2)cc1	95.6	-0.4	5.0	9.4	0.514	98.4	83.3	73.2*	-2.5
Cc1ccc(C)c(CSc2nnc(CCN)o2)c1	54.5	11.4	4.0	6.3	-0.354	70.9	31.1*	14.2	-2.9
COc1ccccc1NS(=O)(=O)c1cc(C(=O)NCc2ccco2)ccc1C	x	-16.1	-2.0	7.1	-0.0893	x	x	-16.4	-0.4
CCC(=O)Nc1nnc(Cc2ccccc2)s1	94.8	14.1	8.0	15.2	-0.0198	95.9	100.8	4.9	-0.1
O=C(NCCCN1CCOCC1)c1cc(-c2ccc3c(c2)OCO3)nc2ccccc12	87.0	2.0	3.0	-0.1	-0.722	101.0	92.2	-1.7	-2.4
CCOC(=O)C1CCN(C(=O)CN(c2ccc(OC)cc2)S(=O)(=O)c2c(C)nn(C)c2C)CC1	97.4	-13.3	-1.0	-5.8	1.67	94.3	86.6	-3.2	0.6
CCCc1cc(=O)[nH]c(SCC(=O)N(C)Cc2ccccc2)n1	90.2	2.2	3.0	-3.6	0.0128	102.2	92.3	-0.3	-0.6
CC1CCCCN1C(=O)c1cc(F)c(F)cc1Cl (configuration not stated)	115.9	7.3	-3.0	9.2	-0.746	104.0	95.9	-0.3	-5.0
CCn1c(COc2ccccc2C)nnc1SCC(=O)Nc1ccc2c(c1)OCCO2	79.3	6.2	0.0	-8.7	-0.906	102.9	76.6	14.7	-2.6
COc1ccc(CC(=O)OCC(=O)NC(=O)NC(C)C)cc1	x	-5.5	5.0	13.3	0.647	x	x	-7.1	-2.0
Cc1cc2ccccc2nc1SCC(=O)Nc1nc(-c2ccccc2)cs1	x	-11.3	-10.0	-3.9	0.0489	x	x	-6.4	-3.3
O=S(=O)(c1ccc(N2CCOCC2)nc1)N1CCOCC1	98.6	5.6	4.0	1.8	-0.961	95.8	86.4	2.5	-2.7
O=C(CC(SCCO)c1ccc2c(c1)OCO2)c1ccco1 (configuration not stated)	85.4	-2.4	8.0	8.7	0.685	87.0	15.5*	-6.8	-2.6
COc1cc2c(cc1OC)C(c1ccc3c(c1)OCO3)C1=C(CC(C)(C)CC1=O)N2 (configuration not stated)	80.6	-33.4	-8.0	20.8	x	95.7	62.9	2.7	7.0
Cc1ccccc1NC(=S)NCc1ccc2c(c1)OCO2	x	6.0	-4.0	37.7*	x	x	x	4.9	-12.1
N#Cc1c2c(nc(N)c1-c1ccccc1)CCCCC2	x	-13.8	-10.0	10.7	-0.735	x	x	-0.3	-6.9
Cc1ccc(-c2nnc(SCC(=O)Nc3nc4c(s3)CCCC4)n2C)cc1	74.7	7.7	2.0	2.1	-0.0456	88.2	90.2	-2.2	-3.8
COC(=O)C1=CNC=C(C(=O)OC)C1c1ccccc1Cl	x	1.1	3.0	6.7	-0.794	x	x	1.7	6.9
CN(CCC#N)CC(=O)Nc1ccc(NC(=O)CN(C)CCC#N)cc1	102.9	10.8	-6.0	-5.0	-0.936	106.6	101.5	0.5	-6.8
CCOc1ccc(/C(O)=C2/C(=O)C(=O)N(c3cc(C)on3)C2c2ccc(C(=O)OC)cc2)cc1 (configuration not stated)	89.7	17.6	2.0	3.3	0.888	97.4	93.4	2.1	-6.5
Cn1c(SCC(=O)NCc2ccco2)nnc1-c1ccc(S(=O)(=O)N2CCOCC2)cc1	96.9	-0.4	2.0	-10.8	-0.641	105.8	87.3	1.8	-2.3
CCOC(=O)N1CCC(c2cc(=O)n3[nH]c(C)c(-c4ccc(F)cc4)c3n2)CC1	6.4*	8.2	6.0	6.4	x	83.5	96.4	3.2	-2.3
CC(=O)Nc1ccc(S(=O)(=O)N2CCN(C)CC2)cc1	95.7	3.1	-4.0	3.4	-1.38	96.7	103.0	-2.6	-1.6
Cc1ccc(CCNC(=O)C2CCC(=O)N2C2CCCC2)cc1 (configuration not stated)	93.3	0.6	-13.0	-6.5	-0.354	100.1	90.2	-7.5	-4.2
Cc1ccc(S(=O)(=O)N(Cc2nccn2C)C(C)C)cc1	103.0	7.6	-9.0	-5.3	0.814	100.0	72.7	5.5	-13.1
O=C(COc1ccccc1)Nc1nc(-c2ccc(S(=O)(=O)N3CCOCC3)cc2)cs1	83.8	19.1	-8.0	5.2	0.105	102.7	81.3	6.1	-3.6
c1ccc(Oc2ccc(-n3cnnn3)cc2)cc1	101.9	14.2	12.0	6.0	-0.548	99.7	85.1	-4.0	-5.6
Cc1cc(C)c2c(N=CN(C)C)c(C(=O)N3CCN(c4ncccn4)CC3)sc2n1	105.3	0.6	8.0	15.1	0.519	107.6	72.8	-2.5	-6.8
Cc1ccc(Sc2cnc3ccccc3n2)cc1	103.7	9.0	-1.0	-2.0	-0.918	107.2	93.7	18.0	-7.0
O=S(=O)(N1CCOCC1)N1CCCN(S(=O)(=O)N2CCOCC2)CC1	96.5	9.1	-10.0	-0.2	0.757	96.5	100.8	5.2	-4.7
COC(=O)c1ccc(N2CCC(c3cc(-c4ccc(OC)cc4)n[nH]3)CC2)c([N+](=O)[O-])c1	x	16.4	-13.0	27.1	0.933	x	x	7.7	-8.6
Cc1cc2c(c(=O)n1C)C(Cc1ccccc1)C(C#N)=C(N)O2 (configuration not stated)	102.9	13.0	8.0	-4.3	-0.0735	96.2	93.0	10.8	0.1
CC(C)c1nc(SCc2c(F)cccc2Cl)c2c(=O)n(C)c(=O)n(C)c2n1	56.3	-6.4	-12.0	11.8	3.27*	82.5	38.3*	1.3	-3.2
COc1ccc(CNC(=O)C(c2ccc(C)o2)N(C(=O)c2csnn2)c2ccc(C(C)C)cc2)cc1 (configuration not stated)	107.0	-19.0	-22.0	-0.1	1.08	99.5	38.3*	5.0	-4.4
Cc1ccccc1N(CC(=O)Nc1ccccc1C(=O)O)S(C)(=O)=O	97.0	3.6	-4.0	-3.6	-1.11	96.3	103.5	11.0	-11.1
Cc1ccc(-c2nnc(N3CCCCC3)c3ccccc23)cc1S(=O)(=O)NCC1CCCO1 (configuration not stated)	69.1	-40.4	-6.0	12.8	0.849	88.9	75.3	-0.3	1.1
COC(=O)C(C)N(C(=O)c1cccc2ccccc12)c1c(C)cccc1C (configuration not stated)	103.6	-1.8	-9.0	36.3*	-0.842	112.8	95.7	10.2	-11.7
O=C(CSc1nc(O)cc(=O)n1-c1ccccc1)N1CCCCC1	103.6	-7.4	-8.0	1.3	-0.522	99.9	101.0	-2.8	-4.7
COc1ccccc1C(=O)Nc1cccc(N(C)S(C)(=O)=O)c1	91.8	16.6	6.0	4.3	0.655	98.4	87.4	6.6	-1.0
Cc1occc1C(=O)Nc1cccc(Cn2cccn2)c1	99.4	-27.1	-2.0	4.9	1.87	99.8	90.2	0.2	-0.8
CCCC(O)(CCC)C(=O)NN1CCCCC1	x	10.0	-8.0	-1.1	1.39	x	x	5.1	-2.2
COC(=O)c1ccc(C)c(NS(=O)(=O)c2ccc3c(c2)OCCO3)c1	46.8	5.3	2.0	8.2	-2.19	59.9	29.6*	-2.5	-2.1

Copied from the list:
Value of O=C(COc1ccccc1)Nc1nc(-c2ccc(S(=O)(=O)N3CCOCC3)cc2)cs1 under hDAT+cocaine: 0.105
Value of CCOC(=O)N1CCC(c2cc(=O)n3[nH]c(C)c(-c4ccc(F)cc4)c3n2)CC1 under PostGolgi ctrl: 6.4

(cont.)
SMILES	HUVEC prolif 384	S1P2 blocker	Ecoli WT expand	PostGolgi ctrl	hDAT+cocaine	Fibroblast inh	H69AR inhibit	PostGolgi yeast	S1P2 agonist
CSc1nc(Oc2ccc3ccccc3c2)c2sccc2n1	x	-24.4	-19.0	-0.3	-0.332	x	x	-5.8	-4.6
O=C(NCc1ccc(N2CCCC2=O)cc1)c1cnccn1	90.0	-13.4	0.0	-4.3	0.125	94.9	97.0	-0.2	-1.3
Cc1cccc(N2CCN(C(=O)c3cc4c(=O)n(C)c5ccccc5c4n3C)CC2)c1C	70.6	-9.6	-13.0	39.5*	-0.442	79.9	77.2	3.1	-9.6
Cc1cc(=O)oc2c(CN3CCCCC3)c(O)c(Cl)cc12	95.1	-14.7	-6.0	-3.5	0.0281	98.3	89.5	38.1*	7.7
COCCCNC(=O)c1ccccc1NS(C)(=O)=O	86.8	-1.7	0.0	4.3	0.17	98.2	89.9	11.2	-2.1
CC[n+]1c(S(=O)(=O)[O-])ccc2ccc(C)cc21	x	10.0	2.0	2.1	0.884	x	x	4.1	-1.8
COc1ccc(C(=O)CSc2nnc(COc3ccc(C#N)cc3)n2-c2ccccc2)cc1	x	-0.1	-4.0	13.6	0.418	x	x	-17.1	-9.6
COCCNC(=O)C1CCCN(c2nn3c(=O)cc(C)nc3s2)C1 (configuration not stated)	x	x	-4.0	1.2	-1.63	x	x	-4.2	x
CCn1c(SCCC(=O)O)nnc1-c1cccnc1	96.2	x	-7.0	2.4	-0.124	106.5	98.7	5.4	x
Cc1nc(SCC(=O)Nc2ccc(N3CCOCC3)cc2)nc(C)c1C	90.4	6.6	21.0	-0.3	0.231	111.3	93.0	6.2	-7.6
Cc1ccc(-c2c(C)c(-c3ccc(F)cc3)nc(N)c2C#N)o1	98.4	-11.8	-9.0	14.5	0.0327	90.3	83.1	-0.6	-0.8
CCn1c(-c2cccc(Cl)c2)n[nH]c1=S	92.3	2.6	15.0	3.0	-1.06	106.0	99.5	4.4	-0.7
CC(=O)Oc1ccc2c(c1)c(C(C)=O)c(C)n2C	98.3	14.5	6.0	4.2	-0.88	100.0	87.5	-0.5	-4.4
Cc1nn(-c2ccccc2)c(C)c1/C=N/NC(=O)c1cc(-c2ccc(Cl)s2)[nH]n1	x	0.6	6.0	46.4*	0.625	x	x	53.6*	0.6
Cc1ccc(OCC(O)CN2C(=O)NC(C)(C)C2=O)cc1 (configuration not stated)	87.8	-15.0	x	x	0.0896	92.3	96.9	x	-2.7
N#CCC(CNc1ncc(C(F)(F)F)cc1Cl)OC(=O)c1ccc(Cl)cc1 (configuration not stated)	x	-1.1	-7.0	26.3	-1.15	x	x	9.8	-2.7
Cc1ccc(Cn2ccc(NC(=O)c3cc4nc5c(c(C(F)(F)F)n4n3)CCc3ccccc3-5)n2)cc1	x	4.1	-5.0	8.5	-1.03	x	x	10.9	-3.2

Printed as active in PostGolgi yeast, of those listed so far:
SMILES | S1P2 blocker | hDAT+cocaine | PostGolgi yeast | S1P2 agonist
c1ccc(COc2ccc(CN3CCN(c4ccccn4)CC3)cc2)cc1 | -0.4 | 0.514 | 73.2* | -2.5
Cc1cc(=O)oc2c(CN3CCCCC3)c(O)c(Cl)cc12 | -14.7 | 0.0281 | 38.1* | 7.7
Cc1nn(-c2ccccc2)c(C)c1/C=N/NC(=O)c1cc(-c2ccc(Cl)s2)[nH]n1 | 0.6 | 0.625 | 53.6* | 0.6
